# Screening data deposited in PubChem by National Center for Advancing Translational Sciences (NCATS).
# RGS4 inh: inhibitors of human regulator of G protein signaling 4 | P49798 | Transcreener GDP fluorescence polarization, RGS4-accelerated GTP hydrolysis | Potency, µM (titrated, usually from 114 µM), for the others: at the highest dose activity change, negative = inhibition, usual class: inhibitors | actives 0.039% (n = 390,000) | AID 504845; further: potency means the concentration at half of the fitted maximal effect; on the % scale 0 is the no-effect control and ±100 the full control effect; nearly all actives have a fitted effect of over 75% in size; some results filed as inactive show a strong effect at the top dose
# Target sequence (P49798 whole entry, looked up): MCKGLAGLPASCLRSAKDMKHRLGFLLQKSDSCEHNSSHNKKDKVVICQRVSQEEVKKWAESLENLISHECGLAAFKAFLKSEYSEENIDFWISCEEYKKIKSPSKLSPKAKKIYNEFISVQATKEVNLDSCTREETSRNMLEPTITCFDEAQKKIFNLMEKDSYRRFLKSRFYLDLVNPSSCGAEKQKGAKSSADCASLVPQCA
#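 MLSMR compounds (23 nl, pin-transferred) preincubated 10 min at room temperature with a 500nM (2x) first reagent, then RGS4 at 900nM (2x) plus Transcreener GDP mix added; fluorescence polarization (620/688 nm) read before and after 90 min at 30 °C.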
# LDHA inh: inhibitors of human lactate dehydrogenase A; P00338; purified LDHA, NADH/diaphorase-resazurin fluorescence; hits give low values; activity change, % (values are at about 110 or 230 µM); actives 0.15% (n = 480,000); AID 1347041; in the data active means activity change below about -30%; inconclusive means mostly about -25% to -30%;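 further: plate controls were DMSO wells for no effect and wells without enzyme for full effect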
#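 Resorufin fluorescence (ex540/em590), read at 0 and 20 min after diaphorase/resazurin addition, reports the NADH left after a 5 min room-temperature reaction of 2 nM human LDH5 with 0.06 mM NADH and 0.2 mM pyruvate.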
# ALOX12 inh: ALOX12 (human) lipoxygenase inhibition; P18054; purified 12hLO, xylenol orange hydroperoxide absorbance; Potency, µM (series often up to 108 µM), for inactives: at the highest dose activity change, negative = inhibition, usual class: inhibitors; actives 1.1% (n = 580,000); further: potency means the concentration at half of the fitted maximal effect; on the % scale 0 is the no-effect control and ±100 the full control effect
#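 Hydroperoxide product was detected by ferrous iron/xylenol orange as the 573 to 405 nm absorbance ratio. Arachidonic acid at 40 uM (final) was turned over for 30 min at room temperature by 150 nM human 12hLO, pH 7.0 Hepes buffer, after 15 min compound preincubation.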
# APE1 inh: APE1 (human) endonuclease inhibition. P27695. recombinant APE1, TAMRA/BHQ-2 abasic DNA cleavage fluorescence. Potency, µM (series often up to 65.8 µM), inactives show at the highest dose activity change, negative = inhibition, most hits filed as inhibitors. actives 0.35% (n = 350,000);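 further: potency means the concentration at half of the fitted maximal effect; plate controls were vehicle for no effect and reference inhibitor for full effect; nearly all actives have a fitted effect of over 55% in size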
#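 APE1 at 0.75 nM final was preincubated with compound 15 min at room temperature, then 50 nM double-stranded THF abasic-site substrate (5'-TAMRA/3'-BHQ-2) was added. Fluorescence (ex 525/em 598 nm) was read kinetically; third-minus-first read gave activity.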
# POLH inh: DNA polymerase eta (human) inhibition; Q9Y253; recombinant Pol eta, fluorescent DNA replication assay; Potency, µM (top dose mostly 114 µM), for the others: at the highest dose activity change, negative = inhibition, usual class: inhibitors; actives 1.2% (n = 390,000); further: potency means the concentration at half of the fitted maximal effect; on the % scale 0 is the no-effect control and ±100 the full control effect
#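 Pol eta at 10 nM preincubated with compounds 15 min at room temperature; reaction started with fluorescent substrate (50 nM final) and read kinetically at 0 and 10 min.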
# Anesthetic bind: candidate novel general anesthetic via apoferritin binding; apoferritin/1-aminoanthracene competitive binding, fluorescence; Potency, µM (highest dose often 77.5 µM), without a hit: top-dose activity change, negative = displacement, most hits filed as inhibitors; actives 0.074% (n = 350,000); AID 485281; further: potency means the concentration at half of the fitted maximal effect; on the % scale 0 is the no-effect control and ±100 the full control effect; nearly all actives have a fitted effect of over 20% in size
# Target sequence (P02791 2-175 limits assumed): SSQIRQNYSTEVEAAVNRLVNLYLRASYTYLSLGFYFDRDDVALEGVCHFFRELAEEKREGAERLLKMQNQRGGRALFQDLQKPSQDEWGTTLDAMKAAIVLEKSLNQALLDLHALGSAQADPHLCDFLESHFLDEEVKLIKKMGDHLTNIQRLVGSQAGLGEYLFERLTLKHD
#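 In PBS, apoferritin at 10 uM is loaded with 1-AMA from a 50% saturated solution. After 10 min of compound exposure at ambient temperature, reduced 535 nm fluorescence indicates probe displacement.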
# Pol beta inh: blocks human DNA polymerase beta activity; P06746; Pol beta primer extension/strand displacement, fluorescence kinetic; Potency, µM (series often up to 114 µM), without a hit: top-dose activity change, negative = inhibition, hits mostly inhibitors; actives 1.3% (n = 340,000); AID 485314; further: potency means the concentration at half of the fitted maximal effect; on the % scale 0 is the no-effect control and ±100 the full control effect
#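 Preincubation: enzyme (10 nM) with compound, 15 min, RT. Reaction: substrate added to 50 nM final. Reads: 0 and 10 min. Analysis: normalized, Hill fit.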
# Pol kappa inh: blocks human DNA polymerase kappa activity. Q9UBT6. purified Pol kappa, fluorescent DNA synthesis assay, 10 min. Potency, µM (top dose mostly 107 µM), for inactives: at the top dose activity, negative = inhibition, most hits filed as inhibitors. actives 0.53% (n = 400,000); further: potency means the concentration at half of the fitted maximal effect; on the % scale 0 is the no-effect control and ±100 the full control effect
#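 Activity was followed as the change in fluorescence between reads at 0 and 10 min after starting the reaction with 50 nM substrate. Beforehand, 10 nM polymerase had been preincubated with compound for 15 min at room temperature.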
# ERG Ets-DNA blk: blocks human ERG Ets domain binding to DNA; fluorescence polarization, His-ERG Ets domain / labelled DNA; Potency, µM (titrated, usually from 76.9 µM), for the others: at the top dose FP activity, negative = inhibition, most hits filed as inhibitors; actives 0.028% (n = 370,000); AID 624246; active means well fitted inhibition curve with a large enough effect in the polarisation, with a control signal flat; inconclusive means small, poorly fitted or top-dose-only effect, or effect the other way, or a change in a side signal; inactive means no such curve, though single readings can be large or run the other way; the % refers to the polarisation;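 further: polarization taken with two DNA probes labelled with fluorescein and Texas red; potency means the concentration at half of the fitted maximal effect; % of control where 0% means no effect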
# Target sequence (P11308 whole entry, looked up, the tested form may be a part): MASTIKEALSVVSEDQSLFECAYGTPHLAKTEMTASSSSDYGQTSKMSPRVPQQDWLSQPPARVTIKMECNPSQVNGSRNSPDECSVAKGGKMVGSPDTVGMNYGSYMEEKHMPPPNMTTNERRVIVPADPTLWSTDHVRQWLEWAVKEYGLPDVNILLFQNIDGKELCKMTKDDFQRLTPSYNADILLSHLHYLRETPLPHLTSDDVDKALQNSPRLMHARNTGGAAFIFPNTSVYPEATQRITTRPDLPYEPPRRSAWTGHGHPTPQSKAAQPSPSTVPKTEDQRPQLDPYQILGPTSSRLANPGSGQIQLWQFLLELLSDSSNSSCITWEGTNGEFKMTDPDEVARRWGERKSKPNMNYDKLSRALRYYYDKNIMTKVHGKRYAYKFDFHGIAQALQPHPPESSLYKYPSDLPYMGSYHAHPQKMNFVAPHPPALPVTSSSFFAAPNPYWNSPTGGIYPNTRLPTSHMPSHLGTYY
#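 His-tagged ERG Ets domain (1 uM in the protein solution; 300mM KCl, 50mM Tris-HCl, 1mM EDTA, 1mM DTT, pH 7.5) received compound, then a probe mix of 5 nM fluorescein-DNA and 100nM Texas-615-DNA. Fluorescence polarization was read for both dyes.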
# Starred values were filed as active, the others as inactive; ? = inconclusive; / = no result given; [ ] = dose if it differs, or a comment. Unless noted, the call rests on the fitted dose curve; in most records, active means well fitted curve in the direction sought with a large enough effect; inconclusive means small, poorly fitted or top-dose-only effect, or another doubt; inactive means no such curve, though single readings can be large; an effect the other way counts as inactive or inconclusive. Not all compounds are listed; rates above refer to the full screens.
smiles | Anesthetic bind | ERG Ets-DNA blk | APE1 inh | Pol beta inh | RGS4 inh | POLH inh | LDHA inh | Pol kappa inh | ALOX12 inh
COc1ccc(S(=O)(=O)N2CCN(CC(=O)NCC3(N4CCOCC4)CCCCC3)CC2)cc1 | / | 1% | 4% | / | -18% | -7% | -2 | -4% | 316%[activator]
Cc1ccc(C(=O)OCC(=O)Nc2cccc(S(=O)(=O)N3CCOCC3)c2)o1 | / | -6% | 18% | / | -18% | -4% | 1 | -25% | 177%[activator]
O=C(NC1CCCCC1)N1CCN(C(c2ccccc2)c2ccccc2)CC1 | -21% | / | 14% | 2% | 6% | -3% | 4 | -16% | -24%
O=C(COc1ccccc1)NCC(=O)Nc1ccncc1 | / | -7% | 11% | / | 15% | -1% | -11 | -3% | -9%
CCn1c(CN2CCC(C)CC2)nc2cc(NC(=O)c3cccc([N+](=O)[O-])c3)ccc21 | -22% | -10% | / | -13% | 13% | 11% | 0 | -7% | -7%
CCN(CC)CC(O)c1cccn1-c1ccc(CNC(=O)NC(C)C)cc1 (centres undefined) | -1% | 22% | -4% | 2% | -1%[11.4 µM] | 4% | -3 | 2% | 1%
Cc1ccc(CNC(=O)c2ccc(N3CCC4(CC3)CC(c3cccc(Br)c3)=NO4)c(N)c2)cc1 | / | 7% | -8% | / | 2% | -9% | -1 | 2% | ?
CC(=O)c1cnc(Nc2nc(C)c3cc(C)c(C)cc3n2)nc1C | 11% | 0% | -3% | -12% | -3% | -1% | -1 | -7% | 3%
CCn1c(SCC(=O)NNC(=O)c2ccc(C)cc2)nnc1C1CC1 | 8% | -18% | -11% | 49% | -7% | -7% | -1 | ? | 24%
COc1ccccc1-c1cc(C(=O)N/N=C/c2ccoc2)c2ccccc2n1 | -4% | 4% | -7% | 6% | 0% | ? | 1 | -8% | 0%
Cc1ccccc1OCC(O)CN1CCCCC1 (centres undefined) | -3% | -3% | 5% | 0% | -1% | -14% | -1 | 9% | -21%
Cc1ccc2c(c1)-c1onc(C(=O)N(C)c3ccc(F)cc3)c1CO2 | 36%[activator] | -3% | / | 29% | -1% | -13% | -9 | -2% | -14%
COc1ccc(CCNC(=O)C(C)Sc2ccccc2)cc1OC (centres undefined) | -9% | 3% | 2% | 31% | 18% | 3% | -4 | -11% | ?
O=C(NCc1cc(F)cc(C(F)(F)F)c1)C1CCC(=O)N(C2CCCC2)C1 (centres undefined) | -7% | -4% | 29% | 13% | 21% | -7% | -4 | -5% | 34%[activator]
CCOC(=O)c1cc(C)n(CCc2ccccc2)c1C | 7% | -5% | ? | 4% | -20% | -16% | 0 | -13% | -19%
CCCN1CCN(CCCNC(=S)Nc2ccc(F)cc2)CC1 | 0% | 5% | 5% | 13% | 10% | -8% | -4 | -1% | -4%
Cc1cc(C)cc(NC(=S)N(Cc2ccc(Br)cc2)Cc2ccc(C(=O)O)cc2)c1 | -11% | -3% | 21% | -2% | -12% | -6% | -10 | -5% | 28µM*
COc1ccc(Nc2nc(Cl)nc(NCc3ccco3)n2)c(OC)c1 | -11% | 4% | -7% | 7% | -27% | 0% | -2 | 7% | 0%[57.4 µM]
CC(C)CC(=O)C1=C(O)C(=O)N(Cc2ccccc2)C1c1ccccc1 (centres undefined) | -2% | 5% | 4% | 22% | -2% | -19% | 0 | -5% | -20%
Cc1cc2oc(C(=O)NCc3ccc4c(c3)OCO4)c(C)c2cc1C | -3% | -6% | 4% | -15% | -45% | -14% | -6 | -15% | ?
COc1ccc(C)cc1NC(=O)C(=O)NCc1ccncc1 | -5% | 5% | 4% | 46% | -25% | -11% | 1 | 2% | 15%
CC1(C)C(=O)Nc2ccccc2N1C(=O)COc1ccccc1C#N | / | 3% | -1% | / | 18% | ? | -3 | ? | -22%
CC(=O)Nc1ccc(C(=O)NNC(=O)c2ccc(Cl)cc2)cc1 | -5% | 5% | -10% | 20% | -3% | -16% | -8 | 0% | 17%
Cc1ccccc1CC1S/C(=N/N=C/c2ccco2)NC1=O (centres undefined) | 5% | / | 13% | 3% | / | / | / | / | 492%[activator]
CS(=O)(=O)N1CCN(C(=O)CCC2CCCC2)CC1 | -3% | 0% | 1% | 10% | -3% | -9% | -7 | -8% | 7%
COC(=O)[C@@H](NC(=O)Nc1ccc(OC(F)(F)F)cc1)C(C)C | -17% | 2% | 1% | 2% | -7% | -12% | -8 | -14% | 320%[activator]
O=C(CSc1nnc(C2COc3ccccc3O2)o1)N1CCCC1 (centres undefined) | ? | 14% | -9% | -2% | ? | -4% | -7 | -6% | ?
CC1=NN(C(=O)COc2ccc(C)c(C)c2)C(O)(c2ccc(Cl)cc2)C1 (centres undefined) | ? | 5% | -5% | -14% | 14% | ? | 4 | -18% | 9%
COc1ccc(C(=O)N=C2SC3CS(=O)(=O)CC3N2c2ccccc2)cc1OC (centres undefined) | -1% | 5% | 50%[activator] | ? | -20% | -8% | -4 | -15% | 0%
CSc1ccc(-c2nc3cccc(C)n3c2Nc2ccc(Cl)cc2)cc1 | 57%[activator] | 0% | / | 1% | -10% | -16% | 1 | 8% | -37%
COc1cc(NC(=O)NCc2ccco2)ccc1-c1ccc(NC(=O)NCc2ccco2)cc1OC | / | -3% | / | / | 2% | -16% | -11 | -7% | ?
O=c1c2c3c(sc2ncn1/N=C/c1cccnc1)CCCC3 | ? | -8% | -11% | 26% | -24% | -21% | 0 | 0% | -2%
CC1CCCCC12NC(=O)N(CC(=O)N1CCN(S(=O)(=O)Cc3ccccc3)CC1)C2=O (centres undefined) | / | -7% | -5% | / | 4% | -16% | -1 | -6% | 7%
COc1ccc(OCC(O)CNS(=O)(=O)c2cccc(Cl)c2)cc1 (centres undefined) | -10% | -8% | 10% | 2% | 5% | -24% | -3 | 4% | 0%
O=c1cc(CN2CCN(S(=O)(=O)c3ccc4ccccc4c3)CC2)nc2sccn12 | -12% | 5% | 0% | 2% | -5% | -11% | 2 | -3% | -7%
O=C(Cc1c(F)cccc1Cl)NNC(=O)c1ccc(Br)s1 | / | -5% | 16% | / | 18% | -1% | 0 | 14% | 0%
CCCCCC(=O)c1c(O)cc(OC)c(Cl)c1O | -2% | / | -5% | / | / | / | / | 11%[60.1 µM] | 19%
CN(C(=O)/C=C/c1ccccc1)C1CCCCC1 | / | -1% | / | / | -6% | -12% | -3 | -2% | 0%
O=C(NNC(=O)c1ccccc1C(=O)O)c1ccc(O)cc1 | 8% | 1% | 5% | -23% | 7% | -12% | -3 | -10% | -4%
O=c1[nH]c(/C=C\c2ccc(O)cc2)nc(O)c1[N+](=O)[O-] | -14% | -1% | 51%[activator] | -22% | -20% | ? | -1 | -13% | ?
COc1cccc(C(=O)N[C@@H](CCSC)c2nc3ccccc3[nH]2)c1 | -16% | -6% | 11% | 7% | -16% | -15% | 1 | -3% | -4%
Cc1ccsc1/C=N/NC(=O)C(N)=O | -8% | 2% | -2% | 26% | -13% | -3% | 2 | 10% | -2%
COc1ccccc1N1CC(O)=C(c2nc3ccccc3c(=O)[nH]2)C1=N | -16% | / | -3% | 14% | 4% | -5% | -5 | -6%[60.1 µM] | 18%
COc1ccc(CC(=O)NCc2nnc(SCC(=O)Nc3nccs3)n2-c2ccccc2)cc1 | -9% | -7% | -1% | 0% | -20% | -6% | 4 | 9% | 5%
CCc1cc(=O)[nH]c(SCC(=O)Nc2ccc3c(c2)OCCO3)n1 | / | 9% | 14% | / | -32% | -6% | 0 | -3% | -28%
S=c1[nH]nc(-c2ccncc2)n1/N=C/c1ccccc1Cl | -9% | -4% | 3% | 3% | -11% | 0% | -9 | -19% | ?
O=C(Nc1cccc(F)c1)c1ccc(S(=O)(=O)NCC2CCCO2)cc1 (centres undefined) | -9% | -2% | 5% | 8% | 8% | -9% | -1 | 3% | 4%
CCOC(=O)c1nnn(-c2nonc2N)c1COc1ccc(F)cc1 | -15% | -4% | 2% | 1% | 25% | 0% | -3 | -9% | -5%
CCOC(=O)c1cc2c(=O)n3ccccc3nc2n(CC2CCCO2)c1=NC(=O)c1cccc(C(F)(F)F)c1 (centres undefined) | 136%[activator] | 6% | / | 10% | 11% | -8% | -2 | -6% | -24%
Cc1[nH]c(=O)c(C#N)c(C)c1CCC(=O)NCc1cccc(C(F)(F)F)c1 | 2% | 15% | -9% | 8% | 3% | -5% | -3 | 4% | -26%

# Continuation.
smiles | Anesthetic bind | ERG Ets-DNA blk | APE1 inh | Pol beta inh | RGS4 inh | POLH inh | LDHA inh | Pol kappa inh | ALOX12 inh
CCCn1c2ccccc2c2cnn(CC(=O)NCCCN(Cc3ccccc3)C(C)C)c(=O)c21 | ? | -2% | / | 42% | 1% | -2% | 0 | -1% | -8%
O=C(CCS(=O)(=O)c1ccc2c(c1)NC(=O)CS2)NCc1cccs1 | -1% | 0% | -21% | -3% | -24% | -7% | 1 | 11% | 3%
CCCOc1ccccc1NC(=O)/C=C/C(N)=O | -2% | -1% | 9% | -7% | -17% | -6% | -4 | -2% | -19%
CCCCNC(=O)N1c2ccccc2CC1C (centres undefined) | -19% | -22% | 2% | 19% | 6% | -1% | -12 | -8% | -15%
O=C(NCc1cccc(Cl)c1)c1ccc2nc(N3CCOCC3)sc2c1 | -10% | 9% | -15% | 55% | ? | -4% | 0 | -9% | 1%
CCOC(=O)c1[nH]c2ccc(OC)cc2c1NC(=O)C(C)N1CCSCC1 (centres undefined) | -12% | / | -1% | 23% | / | / | / | / | 0%
